FLuc counter – qHTS profiling assay for firefly luciferase inhibitor/activator using purifed enzyme and Km concentrations of substrates (counterscreen for miR-21 project). Luciferin 4-monooxygenase (Photinus pyralis), P08659. purified FLuc, Km substrates, luminescence inhibition. Potency, µM (top dose mostly 57.5 µM), for inactives: top-dose activity change, negative = inhibition, hits mostly inhibitors. hit rate 6.9% among 360,000. AID 588342, 2011;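 also: potency is read from the fitted curve at half-maximal effect; plate controls were vehicle for no effect and reference inhibitor for full effect; nearly all actives have a fitted effect of over 55% in size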
Target sequence (P08659 whole entry, looked up): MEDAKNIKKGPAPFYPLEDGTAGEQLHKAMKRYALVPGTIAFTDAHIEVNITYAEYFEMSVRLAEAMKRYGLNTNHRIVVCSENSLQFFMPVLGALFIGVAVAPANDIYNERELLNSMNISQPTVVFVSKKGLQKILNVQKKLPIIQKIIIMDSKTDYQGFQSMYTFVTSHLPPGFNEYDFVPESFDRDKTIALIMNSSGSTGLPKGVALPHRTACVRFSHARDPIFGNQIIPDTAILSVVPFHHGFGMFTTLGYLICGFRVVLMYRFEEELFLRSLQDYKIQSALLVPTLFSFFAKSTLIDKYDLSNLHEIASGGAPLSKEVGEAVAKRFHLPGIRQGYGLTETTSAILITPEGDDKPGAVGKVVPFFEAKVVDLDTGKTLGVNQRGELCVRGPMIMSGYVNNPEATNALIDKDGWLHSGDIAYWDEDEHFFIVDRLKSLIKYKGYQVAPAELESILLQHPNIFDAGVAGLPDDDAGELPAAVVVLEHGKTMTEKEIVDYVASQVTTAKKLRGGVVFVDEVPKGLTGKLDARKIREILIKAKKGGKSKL
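Biochemical qHTS of compounds, final roughly 60 µM downward over six points, against 10 nM purified firefly luciferase using Km concentrations of substrates (10 uM D-luciferin, 10 uM ATP) in Tris acetate pH 7.5 buffer; luminescence output.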
VP16 counter – VP16 counterscreen qHTS for inhibitors of ROR gamma transcriptional activity | Drosophila S2 Gal4-VP16 UAS-luciferase, luminescence, 20 h | Potency, µM (series often up to 53.6 µM), without a hit: at the highest dose activity, negative = inhibition, actives largely listed as inhibitors | hit rate 3.5% among 310,000;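 also: Gal4-VP16 expression switched on by copper sulfate through the metallothionein promoter; potency is read from the fitted curve at half-maximal effect; % is scaled to controls: 0 for no effect and ±100 for the full control effect; nearly all actives have a fitted effect of over 50% in size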
Tb PFK block – qHTS Assay to Find Inhibitors of T. brucei phosphofructokinase. ATP-dependent 6-phosphofructokinase (Trypanosoma brucei brucei), O15648. T. brucei PFK, ADP-Glo luminescence. Potency, µM (series often up to 57.5 µM), without a hit: at the top dose activity, negative = inhibition, usual class: inhibitors. hit rate 0.17% among 330,000;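 also: potency is read from the fitted curve at half-maximal effect; 0% = uninhibited 1x PFK enzyme wells and -100% = no-enzyme wells; nearly all actives have a fitted effect of over 60% in size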
Target sequence (O15648 whole entry, looked up): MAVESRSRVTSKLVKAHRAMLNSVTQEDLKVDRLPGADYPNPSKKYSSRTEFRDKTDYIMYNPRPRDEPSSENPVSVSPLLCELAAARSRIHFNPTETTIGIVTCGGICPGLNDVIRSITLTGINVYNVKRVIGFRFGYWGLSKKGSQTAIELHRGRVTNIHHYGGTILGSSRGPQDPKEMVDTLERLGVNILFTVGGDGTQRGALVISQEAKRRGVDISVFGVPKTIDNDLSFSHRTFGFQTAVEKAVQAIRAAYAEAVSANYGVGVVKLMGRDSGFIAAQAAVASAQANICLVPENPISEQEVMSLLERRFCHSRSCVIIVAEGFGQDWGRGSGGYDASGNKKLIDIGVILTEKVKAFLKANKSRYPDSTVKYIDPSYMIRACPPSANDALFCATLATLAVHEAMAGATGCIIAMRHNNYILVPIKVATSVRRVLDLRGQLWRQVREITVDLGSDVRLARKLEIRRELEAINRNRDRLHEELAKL
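Activity is normalized to no-enzyme wells (full inhibition) and 1.25 nM enzyme wells (no inhibition). Reaction: 0.5 mM F6P, 0.1 mM ATP, 45 min RT, ADP-Glo luminescence; concentration-response curves fitted and classed by quality.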
ELG1 genotoxic – qHTS screen for small molecules that induce genotoxicity in human embryonic kidney (HEK293T) cells expressing luciferase-tagged ELG1; HEK293T ELG1-luciferase reporter, luminescence, 16 h; Potency, µM (top dose mostly 46 µM), without a hit: top-dose activity change, positive = activation, hits mostly activators; hit rate 1.3% among 330,000; AID 504466, 2011; also: potency is read from the fitted curve at half-maximal effect; % of control where 0% means no effect; nearly all actives have a fitted effect of over 60% in size
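Genotoxicity was scored as increased ELG1-luciferase reporter signal, measured by ONE-Glo luminescence (30 min, room temperature). Compound or vehicle exposure of the HEK293T reporter cells lasted 16 hr at 37°C.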
ELG1 repair inh – qHTS screen for small molecules that inhibit ELG1-dependent DNA repair in human embryonic kidney (HEK293T) cells expressing luciferase-tagged ELG1 | Potency, µM (titrated, usually from 46.1 µM), without a hit: at the top dose activity change, negative = inhibition, usual class: inhibitors | hit rate 2.3% among 330,000 | HEK293T ELG1-luciferase reporter, luminescence, 16 h; DNA damage induced by 5-fluorouridine; also: potency is read from the fitted curve at half-maximal effect; % is scaled to controls: 0 for no effect and ±100 for the full control effect; nearly all actives have a fitted effect of over 55% in size
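DMSO vehicle served as the neutral condition. Each well held 2,000 cells given 5-fluorouridine plus compound; after 16 hr at 37 °C/5% CO2, ONE-Glo was added and luciferase measured 30 min later.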
BRCA1 expr up – qHTS Assay to Identify Small Molecule Activators of BRCA1 Expression | MCF7-BRCA1-FFLuc reporter, luminescence, 48 h; response scale: scaled: vehicle 0%, 10 µM genistein 100% | Potency, µM (titrated, usually from 46.1 µM), inactives show at the top dose activation, actives largely listed as activators | hit rate 1.1% among 380,000 | AID 624202, 2012; also: potency is read from the fitted curve at half-maximal effect; nearly all actives have a fitted effect of over 80% in size; some results filed as inactive show a strong effect at the top dose
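MCF7-BRCA1-FFLuc cells, 2000/well in phenol-red-free MEM, attached 2 h then treated 48 h at 37 C. Luciferase luminescence read 15 min after reagent; normalized to genistein maximum activation (10microM) and DMSO, concentration-response fitted.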
Rab9 prom act – qHTS Assay for Rab9 Promoter Activators; Potency, µM (titrated, usually from 9.22 µM), inactives show at the highest dose activation, negative = inhibition, most hits filed as activators; AID 485297, 2010; Huh7 Rab9 promoter-luciferase reporter, luminescence, 24 h; hit rate 2.8% among 320,000; also: potency is read from the fitted curve at half-maximal effect; % of control where 0% means no effect; nearly all actives have a fitted effect of over 60% in size
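Luminescence read-out: Huh7 cells stably expressing Rab9-luciferase, treated 24 h with compound at 37 °C, then lysed with luciferase reagent for 10 min at ambient before reading.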
p53 reactivator – qHTS assay for re-activators of p53 using a Luc reporter. hit rate 0.063% among 320,000. Potency, µM (series often up to 92.2 µM), without a hit: at the top dose activity change, positive = activation, hits mostly activators. H1299 p53-A138V BP100-luciferase reporter, luminescence, 24 h. AID 504706, 2011; also: potency is read from the fitted curve at half-maximal effect; % of control where 0% means no effect; nearly all actives have a fitted effect of over 45% in size
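p53-null H1299 cells stably carrying temperature-sensitive p53-A138V and a BP100-luciferase reporter were pinned with compounds (4-point, 1:5 series) and held 24 hrs at 37 deg C. Luminescence was read 10 min after detection reagent.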
TRPV1 agonist – HTS Assay for Compounds that Act as Agonists of the Vanilloid Receptor 1 | Transient receptor potential cation channel subfamily V member 1 (Homo sapiens), Q8NER1 | TRPV1-expressing cells, Fluo-8 calcium influx, agonist mode | activation, % at 8.33 µM | hit rate 0.19% among 320,000 | AID 540275, 2011; in the data active = activation above about 80%; inconclusive = between about 30% and that limit; also: 0% is about no effect
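Cells expressing TRPV1 were dye-loaded with Fluo-8 and read kinetically: 10 s baseline, 3 min after compound (agonist portion), then 2 min after EC20 capsaicin (allosteric enhancer portion). Calcium-bound dye fluorescence at 480/520 nm.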
NPC1 promoter act – qHTS Assay for NPC1 Promoter Activators. AID 485313, 2010. Huh7 NPC1 promoter luciferase reporter, 24 h. Potency, µM (top dose mostly 9.22 µM), for the others: at the highest dose activation, actives largely listed as activators. hit rate 2.4% among 320,000;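 also: potency is read from the fitted curve at half-maximal effect; % of control where 0% means no effect; nearly all actives have a fitted effect of over 60% in size; reporter is driven by a mutant NPC1 promoter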
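Luminescence read-out of NPC1 promoter-driven luciferase in stably transfected Huh7 cells; compounds delivered in DMSO and left 24 h at 37C, 5% CO2, qHTS titration format.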
RORg inh – qHTS for inhibitors of ROR gamma transcriptional activity; Potency, µM (series often up to 53.6 µM), without a hit: top-dose activity change, negative = inhibition, hits mostly inhibitors; hit rate 5.4% among 310,000; Nuclear receptor ROR-gamma (Mus musculus), P51450; Drosophila S2 Gal4-RORgamma UAS-luciferase reporter, 20 h; also: potency is read from the fitted curve at half-maximal effect; % is scaled to controls: 0 for no effect and ±100 for the full control effect; nearly all actives have a fitted effect of over 60% in size
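Luminescence from a UAS-regulated Photinus luciferase reporter in stably transfected Drosophila Schneider cells is measured; decreased signal marks ROR gamma inhibition. Fusion expression is induced by 700 uM copper sulfate for 20 hr.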
Numbers without * were called inactive; ? = inconclusive; . = no result given; [ ] = dose if it differs, or a comment. Unless noted, calls follow the shape of the dose curve; as a rule, active = well fitted curve in the direction sought with a large enough effect; inconclusive = small, poorly fitted or top-dose-only effect, or another doubt; inactive = no such curve, though single readings can be large; an effect the other way counts as inactive or inconclusive.

SMILES	FLuc counter	VP16 counter	Tb PFK block	ELG1 genotoxic	ELG1 repair inh	BRCA1 expr up	Rab9 prom act	p53 reactivator	TRPV1 agonist	NPC1 promoter act	RORg inh
Cc1nc(-c2ccc(Cl)cc2)sc1C1(C)CC(c2cccc([N+](=O)[O-])c2)=NO1 (centres undefined)	?	22%	12%	8%	?	34%	16%	4%	2	-1%	0%
CCOC(=O)c1csc(CCNC(=O)c2oc3c(Cl)cc(C)cc3c2C)n1	?	-1%	-17%	?	?	66%	17%	22%	12	17%	13%
COc1cccc(CC2(CO)CCCN(Cc3cn[nH]c3-c3ccc(F)cc3)C2)c1 (centres undefined)	-3%	-6%	6%	-3%	0%	-23%	0%	-2%	-4	-3%	12%
O=C1CC(N2CCOCC2)C(=O)N1c1cccc(Cl)c1 (centres undefined)	0%	7%	1%	-1%	6%	-1%	-6%	-1%	0	-4%	21%
CCCCC(=O)Nc1ccc(NC(=O)c2cccnc2)cn1	3%	3%	-2%	2%	16%	-4%	-1%	-2%	2	-3%	-20%
COc1ccc(CNC(=O)c2cc3c(s2)CS(=O)C3)cc1 (centres undefined)	2%	9%	3%	5%	4%	3%	4%	0%	1	1%	-4%
O=C(c1cc(COc2ccc(F)cc2F)on1)N1CCN(C2CCCC2)C(=O)C1	3%	4%	2%	4%	-2%	-15%	9%	6%	18	5%	19%
O=C1CC(c2ccccc2)C(C(=O)O)N1 (centres undefined)	0%	0%	1%	2%	0%	0%	-2%	-1%	0	-4%	-8%
CC(=O)c1ccc(NC(=O)c2ccc(CNc3c(N4CCCC4)c(=O)c3=O)cc2)cc1	?	-11%	-1%	-1%	-7%	0%	2%	1%	.	-3%	7%
CCc1cccc2c(C=C(C#N)C#N)cn(CC(=O)N3CCCCCC3)c12	-1%	-3%	-1%	5%	-5%	-4%	4%	2%	.	-1%	-11%
COc1ccc(OCC(O)CNC(=O)c2ccccc2C(=O)O)cc1 (centres undefined)	-22%	3%	6%	2%	?	-6%	-5%	6%	1	1%	-11%
N=c1n(CCN2CCCCC2)c2ccccc2n1CC(O)c1ccco1 (centres undefined)	1%	0%	-3%	-11%	-1%	-35%	-1%	-2%	-2	3%	-1%
COc1ccccc1CNC(=O)COC(=O)Cc1cccs1	0%	8%	-4%	0%	0%	-2%	-3%	4%	7	-2%	0%
COc1cc(C2C(C#N)=C(N)N(Nc3ccccc3)C3=C2C(=O)CC(C)(C)C3)ccc1OCc1cccc(F)c1 (centres undefined)	2%	-17%	-5%	-9%	?	-84%	0%	2%	0	-5%	?
COc1ccc(N2CCN(Cc3cc4c(cc3Br)OCCO4)CC2)cc1	1%	4%	1%	-4%	?	-25%	-1%	-2%	9	-5%	1%
O=C(O)c1cccc2c1C(=O)N(CC1CCCO1)C2 (centres undefined)	-2%	-2%	-9%	-4%	5%	1%	-6%	3%	0	3%	-3%
CN(C)Cc1ccccc1Cc1ccccc1	0%	-8%	-10%	0%	-1%	-20%	-1%	-6%	6	0%	-3%
Cc1ccc(-c2csc(Nc3ccccn3)n2)cc1	0.6µM*	?	4%	0.82µM*	?	-20%	1µM*	.	16	0.71µM*	26%[1.91 µM]
CC(=O)Nc1cccc(NC(=O)c2sc3ncn(CC(=O)N4CCCCC4)c(=O)c3c2C)c1	-5%	.	0%	-5%	-7%	-34%	2%	-7%	1	2%	-9%[0.365 µM]
Cc1ccccc1C(=O)NCC(=O)O	-1%	-13%	-2%	6%	6%	-6%	-4%	4%	-1	-1%	-20%
CN(C)CCCN1C(=O)C(=O)/C(=C(/O)c2ccc3c(c2)OCCO3)C1c1ccco1 (centres undefined)	-2%	13%	-3%	9%	23%	.	6%	?	-2	7%	?
COc1ccc(-c2nnc(CSc3nnc(-c4ccncc4)n3C3CCCCC3)o2)cc1OC	-1%	4%	6%	-4%	?	-14%	1%	-4%	-2	-1%	4%
CCOC(=O)C1(Cc2ccccc2)CCN(Cc2cn[nH]c2-c2ccccc2)CC1	4%	-17%	-4%	-6%	-18%	-29%	-14%	-1%	11	-5%	5%
Cc1c(C(=O)O)[nH]c2c1C(=O)CC(c1ccccc1)C2 (centres undefined)	-6%	-5%	2%	-7%	15%	0%	15%	-2%	?	1%	10%
N#Cc1ccsc1NC(=O)CCc1ccccc1	15µM*	?	1%	?	?	-18%	?	0%	0	0%	?

Some of the entries so far, bar-delimited.
smiles | FLuc counter | VP16 counter | Tb PFK block | ELG1 genotoxic | ELG1 repair inh | BRCA1 expr up | Rab9 prom act | p53 reactivator | TRPV1 agonist | NPC1 promoter act | RORg inh
CC(=O)c1ccc(NC(=O)c2ccc(CNc3c(N4CCCC4)c(=O)c3=O)cc2)cc1 | ? | -11% | -1% | -1% | -7% | 0% | 2% | 1% | . | -3% | 7%
COc1cccc(CC2(CO)CCCN(Cc3cn[nH]c3-c3ccc(F)cc3)C2)c1 (centres undefined) | -3% | -6% | 6% | -3% | 0% | -23% | 0% | -2% | -4 | -3% | 12%
COc1cc(C2C(C#N)=C(N)N(Nc3ccccc3)C3=C2C(=O)CC(C)(C)C3)ccc1OCc1cccc(F)c1 (centres undefined) | 2% | -17% | -5% | -9% | ? | -84% | 0% | 2% | 0 | -5% | ?
CCOC(=O)c1csc(CCNC(=O)c2oc3c(Cl)cc(C)cc3c2C)n1 | ? | -1% | -17% | ? | ? | 66% | 17% | 22% | 12 | 17% | 13%

Next structures.
SMILES	FLuc counter	VP16 counter	Tb PFK block	ELG1 genotoxic	ELG1 repair inh	BRCA1 expr up	Rab9 prom act	p53 reactivator	TRPV1 agonist	NPC1 promoter act	RORg inh
Cc1cc(C)c2ccc3c(C)c(C)nc3c2[nH]1	-18%	-7%	2%	-9%	?	-64%	-2%	?	-13	3%	-21%
O=C(c1cc2cc(Cl)ccc2[nH]1)N1CCc2ccccc2C1	?	2%	0%	3%	?	-7%	-1%	12%	24	10%	5%
O=S1(=O)N(Cc2ccccc2F)CCCN1Cc1c(F)cccc1Cl	0%	-1%	9%	-9%	12%	-11%	-4%	-5%	21	-2%	-4%
CC(=O)N/C(=C\c1ccccc1)C(=O)NC(C)C(=O)O (centres undefined)	0%	1%	3%	-1%	8%	-14%	-2%	1%	2	-3%	13%
Nc1nc2nccc(-c3ccc(Cl)cc3)n2n1	12µM*	-16%	-1%	?	?	73%	?	?	-2	?	-13%
CC(=O)Nc1ccc(S(=O)(=O)NNC(=S)NCC2CCCO2)cc1 (centres undefined)	-2%	-5%	2%	5%	1%	22%	4%	-5%	-5	-3%	?
CCC(C)NCC(=O)Nc1sc2c(c1C(N)=O)CCC2 (centres undefined)	-3%	-2%	-4%	1%	11%	10%	15%	2%	0	0%	?
COc1ccc(CCNC(=O)C2CC(=O)N(c3ccc(C(C)(C)C)cc3)C2)cc1OC (centres undefined)	-12%	-15%	1%	-12%	-28%	-13%	-3%	-10%	22	-2%	?
O=C(CCCNC(=O)/C(=C\c1ccccc1F)NC(=O)c1ccccc1)OCc1ccccc1	-2%	-2%	-1%	-2%	-8%	16%	5%	3%	1	-5%	-7%
Cc1ccccc1-c1nc2c3ccccc3nc(=S)n2[nH]1	4%	1µM*	-7%	23%	18%	-22%	0%	5%	2	22%	0.28µM*
CCN1C(=O)[C@H]2[C@H]3CN=C(SCc4ccc(C(=O)OC)cc4)N3[C@@](CC)(C(=O)OC)[C@H]2C1=O	.	.	-5%	-2%	14%	1%	.	-1%	.	.	.
CCOc1cc(N2CCOCC2)c(OCC)cc1NC(=O)COC(=O)c1cc2ccccc2cc1O	1%	2%	-2%	2%	-7%	-16%	0%	2%	-8	0%	4%
Cc1ccc(C2=NS(=O)(=O)N(C)C(C(=O)NCc3ccccn3)=C2)cc1	-21%	-1%	-7%	-8%	0%	-4%	2%	5%	15	0%	-27%
Cc1nn2c(SCC(=O)c3cccs3)cc(C(C)(C)C)nc2c1-c1ccccc1	-1%	7.1µM*	0%	-2%	?	-44%	-1%	0%	-1	-2%	10µM*
Cc1cc(/C=N/NC(=O)c2cccc([N+](=O)[O-])c2)c(C)n1-c1ccccc1	1.7µM*	4.5µM*	3%	?	?	13µM*	20%	24%	?	0%	3.5µM*
